High-throughput results: PubChem, several laboratories
CCHF vOTU inh: CCHFV vOTU protease inhibitors, primary screen, biochemical, Pep-AMC substrate, fluorescence; inhibition, % at 11.5 µM; Crimean-Congo hemorrhagic fever virus L polyprotein viral ovarian tumor (vOTU) protease …; 370,000 compounds, 0.55% hits; AID 651958, 2012; in the data active = inhibition above about 30%; also: 0% = vehicle wells with enzyme and 100% = no enzyme wells
PriA SSB inh: inhibitors of Klebsiella pneumoniae PriA binding to SSB C-terminal tail, primary screen, biochemical, AlphaScreen; PriA–SSB C-terminal tail interaction (Klebsiella pneumoniae); AlphaScreen SSBct-PriA binding, biotinylated peptide; inhibition, % at 33 µM; 430,000 compounds, 0.6% hits; AID 1272365, 2023; in the data active = inhibition mostly above about 37%, no sharp cut-off; inactive = mostly below about 20%;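 also: plate controls were negative control peptide for no effect and reference peptide for full effect; strong numbers were not always called active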
TcdB GH inh: TcdB glycohydrolase inhibitors, primary screen, biochemical, single point, plate reader; Toxin B (Clostridioides difficile), P18177; TcdB glycohydrolase enzymatic assay; inhibition, % at 9.99 µM; 350,000 compounds, 0.24% hits; in the data active = inhibition above about 10%
VHR inh abs: VHR1 phosphatase inhibitors, primary screen, biochemical, absorbance, uHTS | Dual specificity protein phosphatase 3 (Homo sapiens), P51452 | recombinant VHR phosphatase, pNPP absorbance | inhibition, % at 13.3 µM | 290,000 compounds, 0.52% hits | AID 1654, 2009; in the data active = inhibition above about 50%; also: some compounds called inactive have numbers as strong as hits
Target sequence (P51452 whole entry, looked up): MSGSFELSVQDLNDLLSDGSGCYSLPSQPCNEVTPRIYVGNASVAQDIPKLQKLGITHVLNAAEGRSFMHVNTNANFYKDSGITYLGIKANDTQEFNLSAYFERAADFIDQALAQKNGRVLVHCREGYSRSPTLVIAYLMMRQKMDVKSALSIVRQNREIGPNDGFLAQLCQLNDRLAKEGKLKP
Yp Topo-I inh: Yersinia pestis topoisomerase I inhibitors, primary screen, biochemical, cleavage product accumulation, plate reader, single point; AID 504884, 2011; activity, % at 10 µM; Y. pestis Topo-I cleavage product accumulation; DNA topoisomerase I (Yersinia pestis CO92); 360,000 compounds, 0.064% hits; in the data active = activity above about 50%, passing the limit was not always enough; inconclusive = no clear call, values can overlap the other calls; also: inactives centre near 2
Vc quorum ag: inducers of Vibrio cholerae quorum light production without autoinducers, primary screen, BH1578 luxS cqsA deficient, single point | V. cholerae BH1578 lux reporter, luminescence, 6 h | activation, % at 18.7 µM | 350,000 compounds, 0.16% hits | AID 588436, 2011; in the data active = activation mostly above about 9.7%, no sharp cut-off; inconclusive = no clear call, values can overlap the other calls; inactive = mostly below about 3.7%; also: not every result past the cut was called active; inactives centre near 0; reference of the scale not given here
BoNT A protease: BoNT/A light chain protease inhibitors, primary screen, biochemical, flow cytometry, MLPCN library; Botulinum neurotoxin type A light chain protease (Clostridium botulinum A str. ATCC 3502); multiplex microsphere protease substrate cleavage; inhibition, % at 10 µM; 360,000 compounds, 0.17% hits; AID 588499, 2011; also: plate controls were buffer without enzyme for full effect and enzyme alone for no effect
3CLpro inhibitor: SARS-CoV 3CLpro protease inhibitors, primary screen, biochemical, quenched FRET | Replicase polyprotein 1ab (Severe acute respiratory syndrome coronavirus), P0C6X7 | recombinant SARS-CoV 3CLpro, quenched FRET peptide cleavage | inhibition, % at 6 µM | 290,000 compounds, 0.14% hits; in the data active = inhibition above about 12%
PfHsp40 rescue: rescue of yeast from PfHsp40 toxicity, primary screen, S. cerevisiae, ATP luminescence; S. cerevisiae expressing PfHsp40, growth rescue; growth rescue, % at 12.5 µM; 340,000 compounds, 0.68% hits; AID 504582, 2011; in the data active = growth rescue above about 28%, passing the limit was not always enough; inconclusive = no clear call, values can overlap the other calls;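 also: yeast W303a lacking pdr1 and pdr3 grown in galactose medium; growth measured after three days at 30 °C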
Anthrax LF prot: Bacillus anthracis LF protease inhibitors, primary screen, biochemical, multiplex microsphere, MLPCN library | inhibition, % at 10 µM | multiplex microsphere protease cleavage assay | AID 588501, 2011 | Lethal factor (Bacillus anthracis), P15917 | 360,000 compounds, 0.12% hits; also: plate controls were buffer without enzyme for full effect and enzyme alone for no effect
Target sequence (P15917 whole entry, looked up): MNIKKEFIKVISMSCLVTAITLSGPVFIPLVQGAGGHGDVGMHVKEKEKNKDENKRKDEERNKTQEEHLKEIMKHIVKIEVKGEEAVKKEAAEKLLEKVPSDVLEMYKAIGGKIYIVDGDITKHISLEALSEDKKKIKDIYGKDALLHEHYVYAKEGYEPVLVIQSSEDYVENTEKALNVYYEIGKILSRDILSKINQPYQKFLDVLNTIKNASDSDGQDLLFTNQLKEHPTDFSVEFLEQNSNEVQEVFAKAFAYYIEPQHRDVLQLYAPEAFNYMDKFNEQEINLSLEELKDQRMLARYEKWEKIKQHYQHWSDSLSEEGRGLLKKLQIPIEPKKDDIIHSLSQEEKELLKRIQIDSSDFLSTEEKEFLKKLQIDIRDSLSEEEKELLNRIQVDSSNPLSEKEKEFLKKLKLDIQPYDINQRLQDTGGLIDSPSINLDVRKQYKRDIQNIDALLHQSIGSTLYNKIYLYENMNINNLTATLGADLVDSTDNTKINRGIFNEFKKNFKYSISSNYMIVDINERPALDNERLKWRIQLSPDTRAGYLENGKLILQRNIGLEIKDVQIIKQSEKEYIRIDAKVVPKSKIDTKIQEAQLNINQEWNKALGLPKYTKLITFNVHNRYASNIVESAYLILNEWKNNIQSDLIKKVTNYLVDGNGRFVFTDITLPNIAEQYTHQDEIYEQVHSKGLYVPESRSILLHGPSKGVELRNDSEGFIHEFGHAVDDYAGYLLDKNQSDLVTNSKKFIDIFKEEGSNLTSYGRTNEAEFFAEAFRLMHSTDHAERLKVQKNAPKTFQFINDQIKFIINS
* marks the source's active call; other numbers are inactive results; i = inactive; u = inconclusive; x = no result given; & = joins results of further samples. Rule as the data show it, unless noted: active = inhibition above about 30%; inconclusive = no clear call, values can overlap the other calls; inactive = below that. An excerpt (hit frequency here may not be typical).

SMILES	CCHF vOTU inh	PriA SSB inh	TcdB GH inh	VHR inh abs	Yp Topo-I inh	Vc quorum ag	BoNT A protease	3CLpro inhibitor	PfHsp40 rescue	Anthrax LF prot
CC1Nc2ncnc(N3CCOCC3)c2N(Cc2ccc(Cl)cc2)C1=O (stereo not drawn)	-14	-3	-0.5	x	7	i	-0.2	x	1.4	-1
FC(F)(F)c1ccccc1Cc1c(-c2ccccc2)nc2ccc(Br)cn12	27	x	3.7	x	x	x	3.0	x	x	4
O=C(NCc1ccco1)c1cc(-c2ccc3c(c2)OCO3)on1	-6	-5&-4	x	8	11	i	-4.3	2	-0.1	-3
CC(=O)N1CCN(S(=O)(=O)c2cccc(C(=O)NNC(=O)COc3ccc(Cl)cc3C)c2)CC1	x	-11	x	x	14	i	-4.3	x	1.0	6
COC(=O)c1c(NC(=O)CCS(=O)(=O)c2ccccc2)sc2c1CCN(C)C2	-1	-5&-3	-0.1	27	2	i	0.0	-3	-0.8	-8
COc1ccc(OC)c(NC(=O)N2CCCC(C(=O)c3ccccc3OC)C2)c1 (stereo not drawn)	-2	1	-0.4	3	10	i	-0.8	4	0.4	-2
O=C(NC(=S)Nc1ccc(Cl)cn1)C(c1ccccc1)c1ccccc1	-2	-13	x	10	-12	i	0.7	-6	0.8	0
O=S1(=O)N=C2CCCCCN2C(c2ccccc2)N1 (stereo not drawn)	9	4	1.2	12	5	-0.4	0.3	-2	0.8	-8
O=C(COC(=O)/C=C/c1ccccc1)NCCNC(=O)COC(=O)/C=C/c1ccccc1	-9	-12	0.3	x	3	-2.6	0.1	x	-0.4	-2
CCCCC(CC)C(=O)Nc1cc(C(=O)NCCC)ccc1N1CCC2(CC1)CC(c1cccc(Br)c1)=NO2 (stereo not drawn)	-6	-2	1.1	x	2	i	-0.8	x	-0.5	0
CCC(=O)N1CCc2cc(S(=O)(=O)N3CCN(c4ccccc4Cl)CC3)ccc21	8	6	1.0	-4	-3	0.3	2.3	7	-0.9	1
O=S(=O)(c1cc(C(F)(F)F)ccc1Cl)N1CCN(c2ccccn2)CC1	12	-23	-1.2	9	-9	-0.4	0.2	0	1.8	8
CCc1nc2c(sc3nc4c(cc32)COC(C)(C)C4)c(=O)n1Cc1ccccc1	4	2	x	13	5	-3.7	-1.4	-2	0.0	-2
COC(=O)Cn1c(=O)oc2ccc(C)cc21	13	5	-0.1	3	2	i	0.0	0	0.1	-5
CCOC(=O)[C@H]1[C@H]2COc3cc(OC)ccc3[C@@H]2N2C(=O)CN(Cc3ccc(C)cc3)C(=O)[C@@]12C	11	-21	0.8	x	31	i	1.4	x	1.4	-5
Fc1ccc(Nc2nc(Oc3ccccc3F)nc(N3CCCC3)n2)cc1	-7	0	x	27	-13	i	-2.8	-2	0.2	-8
CCSc1nn2c(=O)c3ccccc3nc2s1	-8	1	x	8	4	x	0.7	3	-0.2	-4
C/C(Cc1ccccc1)=N\NC(=O)CNC(=O)c1ccc(Cl)cc1	4	x	0.7	27	-2	-0.3	1.4	-3	-0.6	u
COc1ccc(-c2ccc(=O)n(Cc3cccc(Cl)c3)n2)cc1	10	-19	-4.7	21	39	i	-0.5	7	1.1	-2
CCOC(=O)c1sc(N(Cc2ccccc2)C(=O)COC(=O)c2ccc(O)cc2)nc1C	20	13	x	-13	-5	i	0.3	2	-1.0	0
Cc1ccc(O)c(NC(=O)c2cc(-c3ccccc3)on2)c1	3	-13	1.6	24	-8	i	-2.7	1	-1.5	-15
C#CCOc1nc(OCC#C)nc(OCC#C)n1	3	-19	x	25	1	0.7	-0.5	1	-1.0	6
CCc1ccc(NC(=O)Cc2ccc(NC3=NC4CS(=O)(=O)CC4S3)cc2)cc1 (stereo not drawn)	5	-19	2.6	-6	-6	-0.2	-0.7	-3	-0.2	-5
O=C(CSc1nnnn1C1CC1)N1CCN(c2ccc(O)cc2)CC1	-7	-5	-2.3	x	-11	-3.8	1.8	x	-1.2	-1
Cc1ccc(NS(=O)(=O)c2ccc3c(c2)n(C)c(=O)n3C)cc1	x	-3	1.1	x	-1	-3.7	-2.3	-5	3.1	17
CCc1c(C)nc2c(-c3ccccc3)c(-c3ccccc3)[nH]n2c1=O	0	0	-0.8	71	3	-0.7	-2.5	-1	2.0	9
O=[N+]([O-])c1ccc(C=Nc2ccc(Cl)cc2Cl)s1	8	4	1.0	12	-3	1.8	0.9	2	-0.2	-1
O=C(Nc1ccc(S(=O)(=O)NC2=NCCCCC2)cc1)c1ccccc1Cl	-10	0	1.6	13	0	i	-1.1	-4	-1.8	2
COc1cc(C(=O)N(C)C2CCCCC2)ccc1OC1CCN(C(C)=O)CC1	-4	-23	0.1	18	-1	i	-2.2	6	-1.2	2
CCOC(=O)C1C(c2ccccc2)C(C(=O)OCC)S(=O)(=O)C(CCN(CC)CC)S1(=O)=O (stereo not drawn)	0	-7	-0.1	1	-4	-0.4	-0.5	2	-1.2	-1
CN(C)C(CNC(=O)CCc1nc2sc3c(c2c(=O)[nH]1)CCCC3)c1ccccc1 (stereo not drawn)	0	1	0.8	x	-2	i	3.6	x	-1.0	2
O=C(c1cccc(C(F)(F)F)c1)N1CCN(CCc2ccccc2)CC1	-2	11	1.3	27	14	-0.5	-1.4	-8	0.1	2
COc1ccc(C)cc1-n1c(N)c(C#N)c(C#N)c1-c1ccc(OC)c(OC)c1OC	9	18	x	-5	1	-3.4	-0.4	0	-0.9	-2
O=C1[C@@H]2CSCN2C(=O)CN1Cc1ccccc1F	10	-13	-1.2	16	-1	i	0.9	-8	2.5	3
O=C(O)CC(c1ccc(C(F)(F)F)cc1)N1Cc2ccccc2C1=O (stereo not drawn)	4	-6	1.2	12	-3	i	-1.4	0	0.2	-3
Cc1ccc(OCC(=O)Nc2cc(S(=O)(=O)N3CCOCC3)ccc2N2CCCC2)cc1	2	0	0.0	x	13	-0.5	7.1	x	-0.8	-5
O=C(O)C1CC=CCC1C(=O)N1CCN(c2nc(-c3ccccc3)c3ccccc3n2)CC1 (stereo not drawn)	-59	-13	x	17	28	-0.5	4.1	2	-1.2	0
Cc1ccc(F)c(S(=O)(=O)NC(=O)C2(C)CCN2C(=O)c2ccco2)c1 (stereo not drawn)	-5	x	-0.9	x	-2	i	-0.5	x	x	-6
O=[N+]([O-])c1ccc(N2CCN(Cc3ccc4c(c3)OCO4)CC2)nc1	13	10	0.0	-13	8	i	-0.9	2	-0.7	-9
COc1cc(C(=O)NN=Cc2ccc(N(C)C)cc2)cc(OC)c1OC	-6	x	0.0	x	-7	i	0.0	x	x	-1
COc1ccccc1NC(=O)C(=O)NNC(=O)COc1ccc2ccccc2c1	13	x	0.5	20	20	-0.2	1.1	3	-0.1	-1
CCc1cccc(C)c1N(C(=O)Cn1c(CO)nc2ccccc21)C(C)COC (stereo not drawn)	6	-1	x	9	27	12	-0.4	1	-0.9	-4
CC(C)(C)C(=O)OCc1ccc(C2=CC(=O)CC(C)(C)C2=O)cc1	17	x	0.4	x	31	2.3	0.4	x	x	7
COC(=O)c1ccc(S(=O)(=O)N2C3CCC2CC(NC(=O)C2CC2)C3)cc1 (stereo not drawn)	-1	0	-0.4	17	-11	0.8	0.3	-3	-1.6	6
Cc1cccc(NC(=S)NNC(=O)CC(C)O)c1C (stereo not drawn)	1	-29	x	28	1	-0.1	0.2	-3	0.0	4
O=C(Nc1cccnc1)c1ccc(F)c(S(=O)(=O)N2CCOCC2)c1	10	-8	-0.1	21	2	-0.4	0.1	-1	-3.1	3
Cc1cccc(/C=C2\Sc3ccc(C(=O)N4CCC(C)CC4)cc3N(C)C2=O)c1	-1	-3	-0.5	-4	-1	-0.1	0.2	1	-1.3	-2
COC(=O)c1scc(C)c1NC(=O)Nc1ccccc1	4	-3	x	-2	0	-0.3	0.4	2	-0.2	-2
Cc1ccc(CSCC(=O)N(C)CC(=O)Nc2c(Cl)cccc2Cl)cc1	2	-6	0.0	x	-5	-0.5	x	x	0.4	x
O=C(NCCc1ccc(O)cc1)c1[nH]c(C(F)(F)F)nc1-c1ccccc1	7	x	3.5	x	x	x	0.3	x	x	-5
NC(=O)c1ccc(Oc2ccc(-c3nnco3)cc2)c([N+](=O)[O-])c1	4	-1	0.6	15	-1	-0.1	2.4	1	-1.2	1
COCCC(=O)N1CCC(Oc2ccc(C(=O)NCc3nccn3C)cc2)CC1	-1	4	1.1	19	2	-0.6	-0.2	5	-0.5	-1
CC(OC(=O)C1CCN(S(=O)(=O)c2ccc(F)cc2)CC1)C(=O)NC1CCCCC1C (stereo not drawn)	6	-18	1.8	x	20	-2.4	-0.9	x	0.2	4
Cc1cc(C(=O)CSc2nnc(-c3ccco3)o2)c(C)n1CC1COc2ccccc2O1 (stereo not drawn)	8	4	x	0	20	18	-1.5	-2	0.8	-6
COc1ccccc1C=Cc1ccnc2ccccc12	-13	-10	2.4	x	15	i	-0.1	x	3.0	-4

Part of the list above in order of length of the SMILES, smallest number first.
SMILES	CCHF vOTU inh	PriA SSB inh	TcdB GH inh	VHR inh abs	Yp Topo-I inh	Vc quorum ag	BoNT A protease	3CLpro inhibitor	PfHsp40 rescue	Anthrax LF prot
Cc1ccc(O)c(NC(=O)c2cc(-c3ccccc3)on2)c1	3	-13	1.6	24	-8	i	-2.7	1	-1.5	-15
O=C(NCc1ccco1)c1cc(-c2ccc3c(c2)OCO3)on1	-6	-5&-4	x	8	11	i	-4.3	2	-0.1	-3
O=C(O)CC(c1ccc(C(F)(F)F)cc1)N1Cc2ccccc2C1=O (stereo not drawn)	4	-6	1.2	12	-3	i	-1.4	0	0.2	-3
Cc1ccc(CSCC(=O)N(C)CC(=O)Nc2c(Cl)cccc2Cl)cc1	2	-6	0.0	x	-5	-0.5	x	x	0.4	x
CCc1cccc(C)c1N(C(=O)Cn1c(CO)nc2ccccc21)C(C)COC (stereo not drawn)	6	-1	x	9	27	12	-0.4	1	-0.9	-4
Cc1ccc(OCC(=O)Nc2cc(S(=O)(=O)N3CCOCC3)ccc2N2CCCC2)cc1	2	0	0.0	x	13	-0.5	7.1	x	-0.8	-5
CC(=O)N1CCN(S(=O)(=O)c2cccc(C(=O)NNC(=O)COc3ccc(Cl)cc3C)c2)CC1	x	-11	x	x	14	i	-4.3	x	1.0	6
